# Pf Dd2 growth: Plasmodium falciparum Dd2 growth inhibition; P. falciparum Dd2 growth, SYBR Green, 72 h; Potency, µM (highest dose often 28.9 µM), for the others: top-dose activity, negative = inhibition, actives largely listed as inhibitors; 120,000 tested, 4.3% active; active = well fitted inhibition curve with a large enough effect; inconclusive = small, poorly fitted or top-dose-only effect; inactive = no such curve, though single readings can be large or run the other way;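 also: plate controls were DMSO vehicle for no effect and reference drug for full effect; nearly all actives have a fitted effect of over 65% in size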
#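 Readout: SYBR Green fluorescence, 485 nm excitation, 535 nm emission, after ~16 h lysis at 37C. Before that, Dd2-infected red cells (2.5% hematocrit) grew 72 h with compound, 29 uM top final concentration.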
# The depositor's hits bear a star; i = inactive; ? = inconclusive; [ ] = dose if it differs, or a comment. Potency is read from the fitted curve at half-maximal effect. An excerpt (hit frequency here may not be typical).
SMILES,Pf Dd2 growth
CCOC(=O)c1c(NC(=O)c2ccc(S(=O)(=O)N(C)C)cc2)sc2c1CCN(C)C2,i
O=C1CCCCC(C(=O)NCCCN2CCc3ccccc3C2)N1 (stereo not given),-13%
Cc1cc(Cl)ccc1-c1ccccc1CN,8.9µM*
Cc1ccc(C2Cn3nnc(C(=O)N4CCC(C(=O)NCc5ccccc5C)CC4)c3CO2)cc1 (stereo not given),28%
CNCCN1C(=O)CC[C@H]2CN(C(=O)Cc3c(C)nc(N)nc3C)CC[C@H]21,-1%
Cc1ccc(-n2c(C3CCN(C(=O)Cc4c(F)cccc4Cl)CC3)n[nH]c2=O)cc1,-15%
Cn1ccnc1C(=O)NCC(=O)N1CCCCCCNC(=O)CC1c1ccccc1 (stereo not given),-4%
Cc1ccccc1CC(=O)NCc1nnc2cc(-c3nc(C4CC4)no3)ccn12,?
COc1ccccc1CNc1nccn(-c2ccccc2)c1=O,-14%
O=C1NCCCCCCN(C(=O)CC2CCCCC2)[C@H]2C[C@H](c3nc(Cc4ccccc4)no3)C[C@@H]12,-26%
Cc1noc(-c2cccc(OC3CN(C(=O)NCc4ccccc4)C3)c2)n1,i[5.79 µM]
FC(F)(F)c1ccnc(N2CC[C@H](c3nnc(-c4ccncc4)o3)C2)n1,?
COc1cccc(C(=O)n2nc(-c3cccnc3)nc2NCc2ccc(F)cc2)c1,8%
CCCSc1ncc(Cl)c(C(=O)N(Cc2ccc(N(C)C)cc2)C2CCS(=O)(=O)C2)n1 (stereo not given),?
CC(=O)NC1CCN(C(=O)N2CC3CC(C2)[C@H]2CCCC(=O)N2C3)CC1 (stereo not given in full),8%
Cc1cc2cc(-c3c(C)noc3C)nc(NCC3CC3)c2o1,i
O=C(C1CCCC1)N1CCN(c2cc(-c3ccc(Cl)cc3)[nH]n2)CC1,i
Cc1cccc(CNC(=O)c2cc3c(N4CCCC4)nc(C)cn3n2)c1,?
COc1ccc(-c2csc3ncnc(Nc4cccc(F)c4)c23)cc1,47%[activator]
O=C(NCCCN1CCCC1)c1ccc2c(c1)N(S(=O)(=O)c1ccccc1F)CC2,?
O=C(c1cccc(F)c1)N1CCC2(CCCCO2)CC1,i
O=C1Nc2cc(Cl)ccc2C(=O)N2CCN(C(=O)c3ccccc3)C[C@H]12,-20%[44.1 µM]
COc1ccccc1C(=O)Nc1nc2n(n1)C(c1ccc(F)cc1)C=C(c1ccc(Cl)cc1)N2 (stereo not given),4.5µM*
O=C1Nc2ccccc2OCC12CCN([S+](=O)([O-])c1cccs1)CC2,?
COc1cc(NC(=O)Cn2ccn3nc(-c4ccc(F)cc4)c(CO)c3c2=O)cc(OC)c1OC,i
O=C(NCCc1ccccn1)C1CN(S(=O)(=O)c2cccnc2)CC12CCCCC2 (stereo not given),i
Cc1ccc(CN(C(=O)COc2ccc(F)cc2)C2CCS(=O)(=O)C2)o1 (stereo not given),22%
Cc1ccc(CNC(C)c2ccccc2)s1 (stereo not given),?
Cc1cc(C[C@@H]2COC[C@@H]2NC(=O)c2ccc(N3CC(=O)NC3=O)cc2)on1,-3%
COCC1CN(C(C)=O)CC12CCN(C(=O)c1ccc(C)cc1C)CC2 (stereo not given),16%

# Some of the entries above in a different format:
Cc1cc(Cl)ccc1-c1ccccc1CN
  Pf Dd2 growth: 8.9µM*

Cc1ccc(C2Cn3nnc(C(=O)N4CCC(C(=O)NCc5ccccc5C)CC4)c3CO2)cc1 (stereo not given)
  Pf Dd2 growth: 28%

# Following part
SMILES,Pf Dd2 growth
COc1ccc(C(=O)N2CCc3ccc(C(=O)NC(C)C)cc32)cc1,-10%
CCOC(=O)c1c(NC(=O)COc2ccc(Br)cc2)sc2c1CCCC2,20%
C[C@@H](NC(=O)c1ccc(Cl)cc1)c1onc(-c2ccc(F)cc2)c1C(=O)O,11%[44.1 µM]
Nc1nc2c(c(=O)[nH]1)CCN(C(=O)Cc1c[nH]c3ccccc13)C2,-4%
CS(=O)(=O)N(Cc1ccccc1)c1ccc(C(=O)Nc2ccc(Cl)cc2)cc1,?
COc1cncc([C@@H](NC(=O)c2coc3ccccc23)C2CC(O)C2)c1 (stereo not given in full),0%
COc1ccc(NC(=O)c2ccco2)cc1NC(=O)C(C)Oc1ccc(Cl)cc1Cl (stereo not given),-2%
CC(C)(C)C(=O)N1CCC2(CC1)OCC(C(=O)NCC1CCCO1)N2C(=O)c1ccc(F)cc1 (stereo not given),0%
COC(=O)c1cccc(C(=O)N2CCC(Cc3nc(-c4ccc(OC)cc4)no3)CC2)c1,?
CCC1CN(C(=O)N2CCC(C(=O)NCCc3ccc(OC)cc3OC)CC2)c2cc(C)ccc2O1 (stereo not given),5.6µM*
CCc1ccc(C(=O)c2cn(CC(=O)Nc3ccc4c(c3)OCO4)c3ccc(OC)cc3c2=O)cc1,i
COc1ccc(NC(=O)CSc2nc3nc(C)c(Cc4ccc(C)cc4)c(C)n3n2)cc1OC,i
CC(C)CNC(=O)N1CCC2(CC1)CC(C(=O)N1CCOCC1)N(C)C2 (stereo not given),6%
COc1ccccc1N1CCN(C(=O)C2CCCN(S(C)(=O)=O)CCC(=O)NCC2)CC1 (stereo not given),?
CN1CC2(CCN(c3ccc(C#N)cn3)CC2)CC(c2ccccc2)C1=O (stereo not given),-29%
COC[C@H]1C[C@@H](NS(C)(=O)=O)[C@H](O)[C@@H]1O,6%[44.1 µM]
CCOc1ccccc1C(=O)N(Cc1sccc1C)C1CCS(=O)(=O)C1 (stereo not given),14%
Cc1ccc(CN2CCCN(S(=O)(=O)c3ccccc3)CCC(=O)NCC2)s1,?
CCN(CC)Cc1ccc2c(c1)CN(C(=O)c1ccsc1)CCO2,-24%
Cc1c(-c2nsc(NC(=O)c3cccc(Cl)c3)n2)nnn1-c1ccccc1C(F)(F)F,-15%
COc1cccc(CC(=O)N2C[C@@H](Oc3ccccc3)C[C@H]2C(=O)N2CCCC2)c1,?
Cc1cc(C)c2c(n1)sc1c(=O)n(-c3ccccc3C(F)(F)F)nnc12,16%
CN(CC1CCOCC1)C(=O)c1ccc(F)cc1Cl,i
COc1cccc(C2Cn3nnc(-c4nc(-c5cccc(Cl)c5)no4)c3CO2)c1 (stereo not given),-14%
CCS(=O)(=O)N1CCCN(Cc2ccncc2)C(c2ccccc2)CC(=O)NCC1 (stereo not given),?
O=C(Nc1cnc(N2CCN(c3ccccc3)CC2)c(C(=O)O)c1)c1cccs1,56%[activator]
O=C(Cn1ccn2nc(-c3ccc(F)cc3)c(CO)c2c1=O)NC1CCCC1,-1%
Cc1cc(Cl)ccc1NC(=O)C(=O)NCc1ccco1,85%[activator]
Cc1c(C(=O)Nc2ccccc2Br)oc2ccc(S(=O)(=O)N3CCCCC3)cc12,21%
Cc1ccc(-c2noc(-c3ccc(NCc4cccnc4)c([N+](=O)[O-])c3)n2)cc1,i

# Quoted at random: five records from the list, in no set order.
SMILES,Pf Dd2 growth
Cc1noc(-c2cccc(OC3CN(C(=O)NCc4ccccc4)C3)c2)n1,i[5.79 µM]
O=C1CCCCC(C(=O)NCCCN2CCc3ccccc3C2)N1 (stereo not given),-13%
COc1ccc(-c2csc3ncnc(Nc4cccc(F)c4)c23)cc1,47%[activator]
O=C(NCCCN1CCCC1)c1ccc2c(c1)N(S(=O)(=O)c1ccccc1F)CC2,?
C[C@@H](NC(=O)c1ccc(Cl)cc1)c1onc(-c2ccc(F)cc2)c1C(=O)O,11%[44.1 µM]

# Continuation.
SMILES,Pf Dd2 growth
O=C(NCCc1ccccc1)C(=O)NCC(c1cccnc1)N1CCN(c2ccc(F)cc2)CC1 (stereo not given),?
CN(C)C(=O)c1nc(C(C)(C)C)c2cnccn12,?
Cc1ccc2nc(CSc3nnc(NC(=O)COc4ccccc4F)s3)cc(=O)n2c1,-21%
CCCN(CC1CCOC1)S(=O)(=O)c1cccs1 (stereo not given),40%[activator][5.79 µM]
O=C1NCc2ccccc2CC12CCCCN2CC1CCCC1 (stereo not given),?
CCC(C)NC(=O)C(NC(=O)c1ccc(C)cc1)C1CCN(C(=O)C(C)C)CC1 (stereo not given),-12%
CN1CCC([C@@H]2CN(C(=O)c3ccccc3Cl)C[C@H]2C(N)=O)CC1,18%
CCc1cc(=O)n(CC(=O)Nc2ccc(OC)cc2)c(-c2ccccc2)n1,-1%
Cc1nc(CCNS(=O)(=O)c2cccc(C(F)(F)F)c2)no1,-22%
COc1ccc(Cl)cc1NC(=O)c1cc(C)nn1-c1ccccc1,i
CC(C)=CCC1(CO)CCCN(C(=O)CN2CCCC2=O)C1 (stereo not given),-3%
O=C(COc1ccccc1)N[C@H]1CO[C@H]2[C@@H]1OC[C@@H]2Nc1nccc(-c2ccco2)n1,-8%[44.1 µM]
CCOc1ccc(CN2C(=O)c3ccccc3Sc3ccc(C(=O)NCc4ccc5c(c4)OCO5)cc32)cc1,10µM*
CCN1C(=O)c2ccccc2Sc2ccc(C(=O)NCCCN(CC(C)C)CC(C)C)cc21,?
COc1ccccc1-c1noc(-c2ccc(NC3CCCC3)c([N+](=O)[O-])c2)n1,i
Cc1noc(-c2cn(C3CCN(C(=O)c4cccc(Cl)c4)CC3)nn2)n1,-25%
Cc1cn2nc(C(=O)NCC(C)C)cc2c(N2CCCC2)n1,i
COc1cccc(N2CCN(C(=O)CCS(=O)(=O)c3ccc4c(c3)oc(=O)n4C)CC2)c1,22%
O=C(Nc1ccccc1Cl)C1CCN(c2nc3ccccc3[nH]2)CC1,i
COc1cc(Br)c(C2CC(=O)Nc3cc(OC)c(OC)c(OC)c32)cc1OC (stereo not given),?
O=C1NCCCCCCN(C(=O)Cc2cccc(F)c2)[C@H]2CCCC[C@@H]12,i
CN(C(=O)CN1C(=O)NC(c2ccc(Cl)cc2)C2=C1COC2=O)c1ccccc1 (stereo not given),i
CC1CCN(c2oc(/C=C/c3ccc(F)cc3)nc2C#N)CC1,67%[activator]
Cc1noc(-c2cn(C3CCN(C(=O)c4cccc(C(F)(F)F)c4)CC3)nn2)n1,?
Cc1ccc(Cl)cc1N1CCN(C(=O)C2CCN(S(=O)(=O)c3cn(C)cn3)CC2)CC1,i
CCOCCc1nn2c(=O)cc(COC(=O)c3ccc(NC(=O)c4cccs4)cc3)nc2s1,-19%
CCOC(=O)Cc1ccc(NC(=O)N2CCSc3ccccc32)cc1,46%[activator]
COc1ccc(N2C(=O)C3(CCCCC3)C2C(=O)O)cc1 (stereo not given),7%
CCOC(=O)c1cnc2ccc(OCC)cc2c1N1CCN(c2cccc(Cl)c2)CC1,?
COc1cccc(-c2cc(C(=O)NCc3c(C)cc(C)[nH]c3=O)c3c(c2)N(C(C)C)CCO3)c1OC,?

# Part of the list above in order of number of heavy atoms, rising:
SMILES,Pf Dd2 growth
CCCN(CC1CCOC1)S(=O)(=O)c1cccs1 (stereo not given),40%[activator][5.79 µM]
COc1cc(Br)c(C2CC(=O)Nc3cc(OC)c(OC)c(OC)c32)cc1OC (stereo not given),?
Cc1noc(-c2cn(C3CCN(C(=O)c4cccc(C(F)(F)F)c4)CC3)nn2)n1,?

# (more compounds)
SMILES,Pf Dd2 growth
COCCNC(=O)c1ccc2c(c1)N(C)C(CC(=O)N1CCC(N)CC1)CO2 (stereo not given),-1%
CCOc1ccc(CCNC(=O)Cn2ncn3c(cc4sc(C)cc43)c2=O)cc1OCC,-12%
Nc1ccc(-c2cccc(CN3CCCC3)c2)cc1,-10%
CC(=O)N1CCc2cc(CNS(=O)(=O)c3ccc(C(C)(C)C)cc3)ccc21,11%
Cc1ccccc1C(=O)Nc1ccccc1OCc1cc(=O)n2ccccc2n1,14%
Cc1ccc(C(=O)N2C(C(=O)NCC3CCCO3)COC23CCN(C(=O)c2cccs2)CC3)cc1 (stereo not given),-6%
O=C(Cc1ccccc1)N1Cc2ccccc2CC2(CCCCN2Cc2ccccn2)C1 (stereo not given),?
COc1ccc(CN2CCC3(CC2)CC(O)CCO3)cc1C (stereo not given),?
CC(C)NC(=O)C[C@@H]1C[C@H]2O[C@H](CNC(=O)NC3CCCCC3)[C@@H](O)[C@H]2O1,14%[44.1 µM]
O=C(CCn1ccc(=O)[nH]c1=O)NC1CCCN(CCCc2ccccc2)C1 (stereo not given),-10%
CCOc1ccccc1C(=O)N1C[C@@H](CN2CCCN(C)CC2)[C@@H](CO)C1,-3%
CCCn1c(C)cnc1C1CCN(C(=O)NCC)C1 (stereo not given),15%
Cc1ccc(C)c(CNC(=O)c2ccc3c(c2)nc2n3CCCCC2)c1,i
CC1(C)[C@H](Cc2cc(CCO)on2)C[C@@H]1NCc1ccccc1O,i
CN1CCC2(C1)CN(CC1CCOCC1)c1ccc(C(=O)NCCCO)cc12 (stereo not given),57%[activator][44.1 µM]
COc1ccc(OC)c(CNC(=O)c2nn(C)c3c2CSc2ccccc2-3)c1,4%
O=S(=O)(Cc1ccccc1F)N1CCCC(Cc2noc(-c3cnccn3)n2)C1 (stereo not given),?
Cc1cc2ncc(C(=O)NCc3ccccc3)cn2n1,7%[44.1 µM]
COc1ccc(CNc2nc3c(S(=O)(=O)c4ccccc4)nnn3c3ccc(Cl)cc23)cc1,-11%
CCN1c2cc(C(N)=O)ccc2C(=O)N2CCCCCC21 (stereo not given),i
O=C(O)Cn1ccc2cc(OCCc3cccc(-c4ccc(F)cc4)c3)cnc21,-23%[44.1 µM]

# Assay outcomes from PubChem.
